NCI-60 one-dose screen, 48 h, at 10 µM unless noted. Numbers give growth in % (100 = growth as untreated, 0 = no growth, -100 = all killed).
HOP-62 = HOP-62 NSCLC | 80,000 tested, 3.9% active
EKVX = EKVX NSCLC; AID 1794765; 71,000 tested, 3% active
CCRF-CEM = CCRF-CEM leukemia. 77,000 tested, 7% active
RPMI-8226 = RPMI-8226 leukemia cells | 77,000 tested, 7.5% active | AID 1794781
A549/ATCC = A549/ATCC NSCLC; 81,000 tested, 3.7% active
MDA-MB-435 = MDA-MB-435 melanoma; 82,000 tested, 7.8% active; AID 1794794
M14 = M14 melanoma; 80,000 tested, 6.2% active; AID 1794745
HOP-92 = HOP-92 NSCLC cells; 71,000 tested, 6.3% active
* = called active by the depositor. The calls were made as follows: active = growth percent below 10; inactive = the rest.

How did Cl[Si](Cc1ccccc1)(Cc1ccccc1)Cc1ccccc1 do in these assays?
HOP-62: 116; EKVX: 79; RPMI-8226: 57; A549/ATCC: 88; MDA-MB-435: 102; M14: 101

Results for CC(C)CC(=O)c1ccccc1O ?
HOP-62: 101; CCRF-CEM: 89; RPMI-8226: 102; A549/ATCC: 99; MDA-MB-435: 94; M14: 101

What do the screens show for `CC(=O)OC[C@H]1OC(Sc2sc(C(=O)c3ccc(Br)cc3)c(N)c2-c2nc3ccccc3s2)[C@@H](OC(C)=O)[C@@H]1OC(C)=O` (stereo partly drawn)?
HOP-62: 91; EKVX: 90; CCRF-CEM: 104; RPMI-8226: 99; A549/ATCC: 102; MDA-MB-435: 102; M14: 102; HOP-92: 88

Results for CCCCCCCCCCSCCO ?
HOP-62: 101; CCRF-CEM: 86; RPMI-8226: 98; A549/ATCC: 90; MDA-MB-435: 98; M14: 109; HOP-92: 76

Results for Cc1ccc(C2=C(C#N)C3(C(=O)N(C)c4ccccc43)c3c(-c4ccccc4)nn(-c4ccccc4)c3N2)cc1 (stereo not drawn) ?
HOP-62: 77; EKVX: 90; CCRF-CEM: 101; RPMI-8226: 89; A549/ATCC: 89; MDA-MB-435: 102; M14: 94; HOP-92: 90

How did COc1ccc(C(=O)Nn2c(NCC(=O)N3c4ccccc4Sc4ccccc43)nnc2-c2ccc(O)cc2)cc1 do in these assays?
HOP-62: 103; EKVX: 108; CCRF-CEM: 110; RPMI-8226: 105; A549/ATCC: 97; MDA-MB-435: 102; M14: 92; HOP-92: 88

How did CC(C)Cc1cc(CNC(=O)C2[C@H]3CN(C(=O)c4ccccc4)C[C@@H]23)nn1-c1ccccc1 (stereo partly drawn) do in these assays?
HOP-62: 83; EKVX: 93; CCRF-CEM: 90; RPMI-8226: 85; A549/ATCC: 72; MDA-MB-435: 108; M14: 96; HOP-92: 115

Results for CCCCCC/C=N\NC(N)=S ?
HOP-62: 97; CCRF-CEM: 47; RPMI-8226: 20; A549/ATCC: 87; MDA-MB-435: 91; M14: 95; HOP-92: 94

How did CCOC(=O)/C=C1\NN(c2ccc(S(N)(=O)=O)cc2)C(=O)c2ccccc21 do in these assays?
HOP-62: 100; EKVX: 104; CCRF-CEM: 102; RPMI-8226: 104; A549/ATCC: 105; MDA-MB-435: 107; M14: 99; HOP-92: 123

How did O=C1CN(CN2CCOCC2)C(=O)CN1CN1CCOCC1 do in these assays?
HOP-62: 90; EKVX: 111; A549/ATCC: 106; MDA-MB-435: 108; M14: 99; HOP-92: 116

How did O=S(=O)(NCCCNc1nccc(-c2c(-c3cccc(F)c3)nc3sccn23)n1)c1ccc(O)cc1 do in these assays?
HOP-62: 89; EKVX: 79; CCRF-CEM: 68; RPMI-8226: 74; A549/ATCC: 47; MDA-MB-435: 33; M14: 70; HOP-92: 98

Results for CC1(C)CC[C@]2(C(=O)O)CC[C@]3(C)C(=CC[C@@H]4[C@@]5(C)CC/C(=N\OCCC#N)C(C)(C)[C@@H]5CC[C@]43C)[C@@H]2C1 ?
HOP-62: 79; EKVX: 71; CCRF-CEM: 90; RPMI-8226: 97; A549/ATCC: 94; MDA-MB-435: 101; M14: 98; HOP-92: 123

Results for NC(N)=NC(N)=NCCCc1ccco1 ?
HOP-62: 101; EKVX: 113; CCRF-CEM: 101; RPMI-8226: 106; A549/ATCC: 102; MDA-MB-435: 110; M14: 111; HOP-92: 95

How did CNC1C(OC2C(OC3C(O)C(O)C(N=C(N)N)C(O)C3N=C(N)N)OC(C)C2(O)CO)OC(CO)C(O)C1O (stereo not drawn) do in these assays?
HOP-62: 84; EKVX: 104; CCRF-CEM: 99; RPMI-8226: 102; A549/ATCC: 72; MDA-MB-435: 101; M14: 97; HOP-92: 103

How did O=S(=O)(c1ccc(N/N=C\c2ccccc2)cc1)c1ccc(N/N=C/c2ccccc2)cc1 do in these assays?
HOP-62: 47; EKVX: 74; CCRF-CEM: 89; RPMI-8226: 86; A549/ATCC: 60; MDA-MB-435: 69; M14: 77; HOP-92: 8.6*

What do the screens show for `COc1cc(C2=NN(c3ccc(Cl)cc3)C(c3cccc(Nc4ccnc5cc(Cl)ccc45)c3)C2)cc(OC)c1OC` (stereo not drawn)?
HOP-62: 55; EKVX: 73; CCRF-CEM: 83; RPMI-8226: 74; A549/ATCC: 63; MDA-MB-435: 95; M14: 76; HOP-92: 99

What do the screens show for `O=CCCN(CCC=O)c1ncnc2ccc(Cl)cc12`?
HOP-62: 96; EKVX: 96; RPMI-8226: 87; A549/ATCC: 104; MDA-MB-435: 104; M14: 105

How did COc1ccc(-c2cc(-c3ccccc3)n3nc(N)nc3n2)cc1 do in these assays?
HOP-62: 103; EKVX: 100; CCRF-CEM: 100; RPMI-8226: 97; A549/ATCC: 97; MDA-MB-435: 102; M14: 129; HOP-92: 98

How did CC(C)(C)c1cc(C=Nc2cccc(C(F)(F)F)c2)c(O)c(C(C)(C)C)c1 do in these assays?
HOP-62: 96; EKVX: 107; CCRF-CEM: 63; RPMI-8226: 74; A549/ATCC: 84; MDA-MB-435: 108; M14: 100; HOP-92: 91

How did CN(C)CCOc1cccc(OCCN(C)C)n1 do in these assays?
HOP-62: 89; EKVX: 94; CCRF-CEM: 98; RPMI-8226: 84; A549/ATCC: 93; MDA-MB-435: 109; M14: 98; HOP-92: 81

Nothing new here: entries from further up.
How did O=S(=O)(c1ccc(N/N=C\c2ccccc2)cc1)c1ccc(N/N=C/c2ccccc2)cc1 do in these assays?
HOP-62: 47; EKVX: 74; CCRF-CEM: 89; RPMI-8226: 86; A549/ATCC: 60; MDA-MB-435: 69; M14: 77; HOP-92: 8.6*

What do the screens show for `COc1cc(C2=NN(c3ccc(Cl)cc3)C(c3cccc(Nc4ccnc5cc(Cl)ccc45)c3)C2)cc(OC)c1OC` (stereo not drawn)?
HOP-62: 55; EKVX: 73; CCRF-CEM: 83; RPMI-8226: 74; A549/ATCC: 63; MDA-MB-435: 95; M14: 76; HOP-92: 99

Back to the main list, repeating the seven entries before the break.
How did CNC1C(OC2C(OC3C(O)C(O)C(N=C(N)N)C(O)C3N=C(N)N)OC(C)C2(O)CO)OC(CO)C(O)C1O (stereo not drawn) do in these assays?
HOP-62: 84; EKVX: 104; CCRF-CEM: 99; RPMI-8226: 102; A549/ATCC: 72; MDA-MB-435: 101; M14: 97; HOP-92: 103

How did O=S(=O)(c1ccc(N/N=C\c2ccccc2)cc1)c1ccc(N/N=C/c2ccccc2)cc1 do in these assays?
HOP-62: 47; EKVX: 74; CCRF-CEM: 89; RPMI-8226: 86; A549/ATCC: 60; MDA-MB-435: 69; M14: 77; HOP-92: 8.6*

What do the screens show for `COc1cc(C2=NN(c3ccc(Cl)cc3)C(c3cccc(Nc4ccnc5cc(Cl)ccc45)c3)C2)cc(OC)c1OC` (stereo not drawn)?
HOP-62: 55; EKVX: 73; CCRF-CEM: 83; RPMI-8226: 74; A549/ATCC: 63; MDA-MB-435: 95; M14: 76; HOP-92: 99

What do the screens show for `O=CCCN(CCC=O)c1ncnc2ccc(Cl)cc12`?
HOP-62: 96; EKVX: 96; RPMI-8226: 87; A549/ATCC: 104; MDA-MB-435: 104; M14: 105

How did COc1ccc(-c2cc(-c3ccccc3)n3nc(N)nc3n2)cc1 do in these assays?
HOP-62: 103; EKVX: 100; CCRF-CEM: 100; RPMI-8226: 97; A549/ATCC: 97; MDA-MB-435: 102; M14: 129; HOP-92: 98

How did CC(C)(C)c1cc(C=Nc2cccc(C(F)(F)F)c2)c(O)c(C(C)(C)C)c1 do in these assays?
HOP-62: 96; EKVX: 107; CCRF-CEM: 63; RPMI-8226: 74; A549/ATCC: 84; MDA-MB-435: 108; M14: 100; HOP-92: 91

How did CN(C)CCOc1cccc(OCCN(C)C)n1 do in these assays?
HOP-62: 89; EKVX: 94; CCRF-CEM: 98; RPMI-8226: 84; A549/ATCC: 93; MDA-MB-435: 109; M14: 98; HOP-92: 81

How did CCN(CC)CCSc1nc2c([nH]1)c(=S)n(C)c(=O)n2C do in these assays?
HOP-62: 95; EKVX: 107; CCRF-CEM: 98; RPMI-8226: 100; A549/ATCC: 103; M14: 117; HOP-92: 96

How did CCOC1CCCCC1O (stereo not drawn) do in these assays?
HOP-62: 93; EKVX: 111; CCRF-CEM: 99; RPMI-8226: 93; A549/ATCC: 82; MDA-MB-435: 114; M14: 98; HOP-92: 101

What do the screens show for `C/C(NCCc1ccccc1)=C1\CCOC1=O`?
HOP-62: 96; EKVX: 98; CCRF-CEM: 66; RPMI-8226: 78; A549/ATCC: 84; MDA-MB-435: 56; M14: 105; HOP-92: 74

What do the screens show for `COCCOc1cc2ncnc(N3CCN(c4ncc(S(=O)(=O)N5CCCCC5)cn4)CC3)c2cc1OCCOC`?
HOP-62: 118; EKVX: 104; CCRF-CEM: 85; RPMI-8226: 90; A549/ATCC: 102; MDA-MB-435: 105; M14: 98; HOP-92: 90

How did COC(=O)C(C)[C@H]1CC[C@@H]2[C@]1(C)CC=C1[C@]23C=C[C@]2(C[C@@H](OC(C)=O)CC[C@]12C)C(C(=O)OC)C3C(=O)OC (stereo partly drawn) do in these assays?
EKVX: 86; CCRF-CEM: 74; RPMI-8226: 61; A549/ATCC: 92; MDA-MB-435: 95; M14: 97; HOP-92: 84

Results for Cc1[nH]c(=O)c(C#N)cc1-c1ccncc1 ?
HOP-62: 103; EKVX: 113; CCRF-CEM: 100; RPMI-8226: 103; A549/ATCC: 99; MDA-MB-435: 105; M14: 94

How did Nc1ccc(F)c(Cl)c1 do in these assays?
HOP-62: 108; EKVX: 104; CCRF-CEM: 104; RPMI-8226: 102; A549/ATCC: 110; MDA-MB-435: 106; M14: 101; HOP-92: 73

How did COC(=O)c1cccc([N+](=O)[O-])c1Br do in these assays?
CCRF-CEM: 122; RPMI-8226: 111; A549/ATCC: 94; MDA-MB-435: 102; M14: 97; HOP-92: 93

What do the screens show for `CN=C(NC)c1ccc(NC(=O)c2ccc(C(=O)Nc3ccc(C(=NC)NC)cc3)cc2)cc1`?
HOP-62: 101; EKVX: 112; CCRF-CEM: 94; RPMI-8226: 80; A549/ATCC: 120; MDA-MB-435: 109; M14: 110; HOP-92: 90

Results for CN(C)c1ccc(/C=N/N=C(\C#N)[S][Sn]([Cl])([c]2ccccc2)[c]2ccccc2)cc1 ?
HOP-62: 84; EKVX: 44; CCRF-CEM: -20*; RPMI-8226: -14*; A549/ATCC: 78; MDA-MB-435: 16; M14: 4.5*; HOP-92: -16*

How did CC1(C)NC(=O)CC[C@]2(C)[C@H]3CC=C4[C@@H]5C[C@@](C)(C(N)=O)CC[C@]5(C)CC[C@@]4(C)[C@]3(C)CC[C@@H]12 do in these assays?
HOP-62: 102; EKVX: 109; CCRF-CEM: 96; RPMI-8226: 99; A549/ATCC: 103; MDA-MB-435: 103; M14: 109; HOP-92: 88

How did Nc1nc(N)c(N=Nc2ccc(S(=O)(=O)Nc3ncccn3)cc2)c(=O)[nH]1 do in these assays?
HOP-62: 115; EKVX: 122; CCRF-CEM: 106; RPMI-8226: 104; A549/ATCC: 99; MDA-MB-435: 109; M14: 107; HOP-92: 101

What do the screens show for `NC(=O)CC1C=C(Br)C(=O)C(Br)=C1`?
HOP-62: 98; EKVX: 90; CCRF-CEM: 83; RPMI-8226: 90; A549/ATCC: 95; MDA-MB-435: 89; M14: 113; HOP-92: 107

What do the screens show for `COc1cc(CN2C(=O)Cc3ccccc3-n3nc(C(C)(C)C)cc32)cc(OC)c1OC`?
HOP-62: 101; EKVX: 105; CCRF-CEM: 80; RPMI-8226: 77; A549/ATCC: 103; MDA-MB-435: 109; M14: 92

Results for O=C(CCCCCC1CCCCC1)OCCCl ?
HOP-62: 96; EKVX: 105; CCRF-CEM: 106; RPMI-8226: 102; A549/ATCC: 98; MDA-MB-435: 99; M14: 95; HOP-92: 93

Results for CNC(=O)c1cc(-n2ccc3cc(NC(=O)Nc4ccc(N5CCN(C)CC5)c(C(F)(F)F)c4)ccc32)ccn1 ?
HOP-62: 76; EKVX: 85; CCRF-CEM: 7.3*; RPMI-8226: -11*; A549/ATCC: 68; MDA-MB-435: 23; M14: 59; HOP-92: 71

Results for Cc1nc2ccccc2c(=O)o1 ?
HOP-62: 111; EKVX: 94; CCRF-CEM: 72; RPMI-8226: 103; A549/ATCC: 105; MDA-MB-435: 109; M14: 106; HOP-92: 94

What do the screens show for `c1ccc(Cc2cccc[n+]2C(c2ccccc2)c2ccccc2)cc1`?
HOP-62: 72; EKVX: 30; CCRF-CEM: 49; RPMI-8226: 12; A549/ATCC: 59; MDA-MB-435: 40; M14: 60; HOP-92: 32

What do the screens show for `CN1CCN(C(=O)[C@]23CCC(C)(C)C[C@H]2C2=CC[C@@H]4[C@@]5(C)CC[C@H](OC(=O)c6cccnc6)C(C)(C)[C@@H]5CC[C@@]4(C)[C@]2(C)CC3)CC1`?
HOP-62: 89; EKVX: 72; CCRF-CEM: 67; RPMI-8226: 44; A549/ATCC: 54; MDA-MB-435: 83; M14: 88; HOP-92: 63

How did COC12CCCC3(OCCO3)C1C(Cl)C2Cl (stereo not drawn) do in these assays?
HOP-62: 82; CCRF-CEM: 85; RPMI-8226: 97; A549/ATCC: 105; MDA-MB-435: 115; M14: 101

How did COC(=O)C(CC(=O)c1ccccc1)C(c1ccccc1)[N+](=O)[O-] (stereo not drawn) do in these assays?
HOP-62: 100; EKVX: 101; CCRF-CEM: 98; RPMI-8226: 94; A549/ATCC: 86; MDA-MB-435: 106; M14: 97; HOP-92: 98

How did COc1ccc2nc(NCN3N=C(C)CC3=O)sc2c1 do in these assays?
HOP-62: 34; CCRF-CEM: 40; RPMI-8226: 94; A549/ATCC: 50; MDA-MB-435: 106; M14: 84
